# GRK2 aptamer HTS = inhibitors of human GRK2 displacing RNA aptamer; P25098; bead flow cytometry, FAM-aptamer displacement from GRK2; inhibition of aptamer binding, % at 10 µM; actives 0.59% (n = 330,000); AID 488847;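 active means inhibition of aptamer binding above 40%, roughly 3 SD of noise, on plates passing a quality check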;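 further: median bead fluorescence of bound FAM aptamer so fluorescent compounds give negative values; no value below 0 was filed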
# BCLXL inh = blocks human Bcl-xL binding to Bim BH3 peptide; GST-Bcl-xL / FITC-Bim BH3 peptide fluorescence polarization; inhibition, % at 10.9 µM; actives 0.7% (n = 320,000);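 active means inhibition above the mean of all tested compounds plus 3 SD, cutoff set per campaign, cut at about 30% in these data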;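 further: 0% = DMSO wells and 100% = unlabeled Bim-BH3 peptide competitor; inhibitors lower millipolarization by displacing the labeled peptide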
# AGP1-GFP MLPCN = yeast TOR pathway AGP1-GFP modulation. S. cerevisiae AGP1-GFP multiplex flow cytometry, 3 h; GFP as percent of DMSO wells. GFP response vs DMSO, % at 10 µM. actives 0.02% (n = 320,000). AID 2066;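 active means GFP response relative to DMSO above a set limit, near screen average plus 3 SD, cut at about 150% in these data; inconclusive means fewer than 70 cells counted for the yeast strain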;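 further: median GFP channel fluorescence of the gated AGP1 strain per well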
# GLD-1 RNA inh = GLD-1-TGE RNA interaction inhibition (C. elegans); Q17339; purified GLD-1 + fluorescein TGE RNA, fluorescence polarization; inhibition, % at 5.96 µM; actives 0.44% (n = 320,000); AID 2280;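 active means percent inhibition above a per-plate cutoff, the plate mean of test compounds plus 3 SD, cut at about 30% in these data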;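 further: 0% = DMSO wells with GLD-1 and probe and 100% = wells lacking GLD-1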
# Target sequence (Q17339 whole entry, looked up): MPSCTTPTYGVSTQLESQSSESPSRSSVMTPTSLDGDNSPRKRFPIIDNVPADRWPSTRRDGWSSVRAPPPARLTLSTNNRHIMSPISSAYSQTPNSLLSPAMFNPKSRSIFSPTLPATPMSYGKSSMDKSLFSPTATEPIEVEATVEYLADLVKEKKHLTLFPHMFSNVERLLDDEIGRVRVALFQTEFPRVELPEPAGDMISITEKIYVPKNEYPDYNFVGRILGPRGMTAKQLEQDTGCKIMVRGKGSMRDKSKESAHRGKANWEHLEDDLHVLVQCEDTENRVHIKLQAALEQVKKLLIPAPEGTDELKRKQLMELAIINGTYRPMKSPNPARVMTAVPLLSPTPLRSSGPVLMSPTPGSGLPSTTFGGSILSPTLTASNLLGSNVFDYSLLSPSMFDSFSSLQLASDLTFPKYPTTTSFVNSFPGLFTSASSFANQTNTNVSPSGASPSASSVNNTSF
# MEX-5 binding = C. elegans MEX-5 TCR-2 RNA binding activity; MEX-5/FITC-TCR2 RNA binding, fluorescence polarization; active compounds read low; AID 1832; actives 0.38% (n = 300,000); Q9XUB2; activity score (negative = inhibition of binding), % at 10 µM;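 active means inhibition past about -25% in most replicates, and total fluorescence under double the plate's negative control median, limit read from the data; inconclusive means replicates evenly split on the limit, or fluorescence at least double controls; inactive means too little inhibition in most replicates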;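 further: 0% = DMSO and -100% = 5 µM competing unlabeled TCR2 RNA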
# Target sequence (Q9XUB2 whole entry, looked up): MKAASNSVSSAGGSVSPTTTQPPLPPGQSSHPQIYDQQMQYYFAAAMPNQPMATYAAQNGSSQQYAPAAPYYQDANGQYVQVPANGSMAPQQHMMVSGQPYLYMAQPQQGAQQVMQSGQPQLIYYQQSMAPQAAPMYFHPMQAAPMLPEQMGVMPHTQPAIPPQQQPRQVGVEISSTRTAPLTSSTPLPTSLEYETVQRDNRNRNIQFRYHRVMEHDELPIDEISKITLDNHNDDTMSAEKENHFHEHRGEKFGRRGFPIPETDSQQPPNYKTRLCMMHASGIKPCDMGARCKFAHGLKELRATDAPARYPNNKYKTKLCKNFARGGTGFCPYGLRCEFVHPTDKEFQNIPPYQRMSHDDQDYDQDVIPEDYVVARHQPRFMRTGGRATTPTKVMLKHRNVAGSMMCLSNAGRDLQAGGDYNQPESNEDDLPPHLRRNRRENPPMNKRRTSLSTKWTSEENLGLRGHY
# MCL1 BIM primary = MCL1-BIM-BH3 interaction inhibition (human). GST-MCL1 / FITC-Bim-BH3 fluorescence polarization. inhibition, % at 10.9 µM. actives 0.68% (n = 320,000). AID 2057;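 active means inhibition above the mean inhibition of all tested compounds plus 3 SD, set per campaign, cut at about 40% in these data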;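 further: 0% = DMSO wells and 100% = unlabeled Bim-BH3 peptide control; higher means more loss of mP so more displacement of Bim peptide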
# CIT2 TOR yeast = yeast TOR pathway CIT2-GFP modulation; actives 0.065% (n = 320,000); S. cerevisiae CIT2-GFP strain, flow cytometry, 3 h; 100 means same as DMSO wells; GFP response vs DMSO, % at 10 µM;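 active means GFP response relative to DMSO above a set limit, near the screen mean plus 3 SD, cut at about 150% in these data; inconclusive means Fewer than 70 cells measured for a yeast strain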;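 further: ratio of well median GFP fluorescence to mean of DMSO wells on the plate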
# Fam108B counter = counter-screen for RBBP9 inhibitors: inhibitors of mouse Fam108B; recombinant Fam108B, FP-Rh probe fluorescence polarization; inhibition, % at 9.51 µM; actives 0.33% (n = 300,000); AID 1947;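 active means inhibition above the screen mean inhibition plus 3 SD, computed separately per campaign, cut at about 18% in these data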;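 further: inhibitors lower polarization as less probe binds the enzyme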
# VLA-4 inh = inhibition in a human VLA-4 binding assay; P13612; VLA-4 expressing cells, ligand binding flow cytometry; inhibition, % (about 7 µM as worked out from the volumes in the protocol); actives 0.2% (n = 330,000); AID 2557; in the data active means inhibition above about 50%
# Numbers without * were called inactive; i = inactive; u = inconclusive; x = no result given; [ ] = remark or other dose.
no.	smiles	GRK2 aptamer HTS	BCLXL inh	AGP1-GFP MLPCN	GLD-1 RNA inh	MEX-5 binding	MCL1 BIM primary	CIT2 TOR yeast	Fam108B counter	VLA-4 inh
1	COc1cccc(C(=O)OCC(=O)NC(=O)NC2CCCC2)c1O	0	4	97	-3	-1.7	1	103	-2	0
2	CCN(CC)CC(=O)Nc1c2c(nc3ccccc13)N(C)CC2	0	0	107	2	0.9	-10	105	-1	8
3	COC(=O)c1sccc1NC(=O)c1cc(OC)cc(OC)c1	0	-6	104	6	-3.3	-4	97	-5	-7
4	N#CC1=C(N)C2=C(N3CCCCC3)CCCC2C1(C#N)C#N (centres undefined)	0	25	93	18	-44*	35	99	2	5
5	CC(=O)Cn1c(C(F)(F)F)nc2ccccc21	2	2	107	1	2.2	2	110	1	7
6	CN1/C(=C/C(=O)C2CCC2)Sc2ccccc21	2	0	103	6	-3.8	-1	99	-7	-15
7	Cc1ccccc1CC(=O)NCC1CCCCC1	0	x	98	x	1.4	x	102	x	8
8	O=C(O)c1ccc(CSc2nnc(-c3ccc(Cl)cc3)o2)cc1	3	8	100	-4	-0.8	1	97	0	5
9	COc1cc(OC)cc(C(=O)Nc2ccc3c(c2)OCCO3)c1	x	-1	92	-7	1.3	-4	96	3	13
10	COC(=O)C1C(=O)C=C(Nc2ccc(F)cc2)CC1c1ccc(OC)cc1 (centres undefined)	0	-1	95	-7	-2.9	-6	92	-1	-2
11	C/C(=N/NC(=O)CNC(=O)c1ccccc1)c1ccc(C)cc1	0	1	99	3	0.8	4	95	4	-5
12	Cc1occc1C(=O)NCCCCc1ccccc1	1	2	104	-2	-0.2	1	102	3	-30
13	COc1cc(C2CC(c3c(C)cc(C)[nH]c3=O)=NN2c2ccccc2F)cc(OC)c1OC (centres undefined)	0	1	93	-16	5.7	-4	98	11	i
14	CCOC(=O)N1CCN(CCC(=O)Nc2cc(C)ccc2OC)CC1	2	4	102	6	-1.8	8	107	3	15
15	CCOC(=O)CSc1nc2ccc(N3CCOCC3)cc2c(=O)n1Cc1ccc2c(c1)OCO2	1	6	103	4	-0.2	10	100	5	-5
16	Cc1cc(=O)[nH]c2cc(Cl)ccc12	0	-3	96	-2	0.3	0	94	-4	-2
17	COc1ccc(/C=C(\NC(=O)c2ccco2)C(=O)N2CCCCC2)cc1	0	5	107	3	2.0	3	112	4	7
18	O=C(COC(=O)c1ccc(Cl)s1)c1cc2ccccc2o1	6	-9	89	-4	-0.7	-17	87	3	-8
19	O=C(CCc1ccc(S(=O)(=O)N2CCOCC2)cc1)OCc1nc2ccccc2s1	0	0	u	3	-2.5	-5	76[may fluoresce red]	1	-2
20	CCCn1nnc(NC(=O)c2ccc(Cl)cc2Cl)n1	0	0	96	0	-0.1	3	98	-4	-3
21	c1ccc(-c2ccccc2OCCCCN2CCCCCC2)cc1	0	6	95	-6	1.0	5	99	-2	-4
22	CCOC(=O)c1cn(CC(=O)Nc2cccc(Cl)c2)nn1	0	0	106	6	-2.5	2	103	-3	9
23	CC(NC(=O)CC1SC(N)=NC1=O)c1ccccc1 (centres undefined)	1	4	101	6	-0.9	8	103	-1	5
24	CCN1C(=O)c2cccc3c(S(=O)(=O)NCc4ccccc4)ccc1c23	3	2	108	5	x	5	96	x	15
25	O=C(NCc1ccc(F)cc1F)Nc1cnccc1C(F)(F)F	0	3	97	6	1.2	1	94	2	-6
26	O=C(NC1Cc2ccccc2C1)c1cc(COc2ccc(F)cc2Cl)on1	0	7	102	-11	3.5	0	107	-5	4
27	Cc1nn(-c2ccccc2)c(C)c1CN	3	1	103	4	0.2	-1	98	-3	20
28	Cc1ccc(CN(Cc2cccnc2)C(=O)CN2C(=O)COc3ccccc32)o1	0	-1	97	0	0.8	5	94	-1	3
29	COc1ccc(CCNS(=O)(=O)c2cc3c4c(c2)CCN4C(=O)CC3)cc1	2	1	93	3	1.6	6	91	0	-10
30	Cc1ccc(NC(=O)C2CCN(c3ncnc4sc(C)c(C)c34)CC2)cc1S(=O)(=O)N(C)C	1	-3	101	-3	0.2	-8	98	-5	-14

# MEX-5 binding, entries above that show a hit
entry | molecule | GRK2 aptamer HTS | BCLXL inh | AGP1-GFP MLPCN | GLD-1 RNA inh | MEX-5 binding | MCL1 BIM primary | CIT2 TOR yeast | VLA-4 inh
4 | N#CC1=C(N)C2=C(N3CCCCC3)CCCC2C1(C#N)C#N (centres undefined) | 0 | 25 | 93 | 18 | -44* | 35 | 99 | 5

# The listing picks up with the three entries that preceded the break.
no.	smiles	GRK2 aptamer HTS	BCLXL inh	AGP1-GFP MLPCN	GLD-1 RNA inh	MEX-5 binding	MCL1 BIM primary	CIT2 TOR yeast	Fam108B counter	VLA-4 inh
28	Cc1ccc(CN(Cc2cccnc2)C(=O)CN2C(=O)COc3ccccc32)o1	0	-1	97	0	0.8	5	94	-1	3
29	COc1ccc(CCNS(=O)(=O)c2cc3c4c(c2)CCN4C(=O)CC3)cc1	2	1	93	3	1.6	6	91	0	-10
30	Cc1ccc(NC(=O)C2CCN(c3ncnc4sc(C)c(C)c34)CC2)cc1S(=O)(=O)N(C)C	1	-3	101	-3	0.2	-8	98	-5	-14
31	O=C(Cn1cc([N+](=O)[O-])cn1)NC1CCCCCC1	2	3	99	2	-0.9	2	105	2	-2
32	CCOC(=O)Cn1c(=O)oc2cc(S(=O)(=O)N(C)c3cccc(C)c3)ccc21	0	-8	106	2	2.4	-12	100	-4	-14
33	COc1ccc(NC(=O)COc2nc3ccccc3nc2N2CCOCC2)c(OC)c1	0	9	101	0	-0.9	4	96	-4	0
34	CCOC(=O)C1CCCN(CCC(=O)Nc2ccc(F)c(F)c2)C1 (centres undefined)	0	5	99	5	1.1	7	104	3	9
35	O=C1N/C(=C/c2ccc(N3CCOCC3)o2)C(=O)N1c1cccc(Cl)c1	0	-19	103	-13	11	-56	99	-1	-20
36	CCCc1c(O)nc(SC2CC(=O)N(c3cc(OC)ccc3OC)C2=O)[nH]c1=O (centres undefined)	4	7	105	8	-1.3	-1	111	-3	1
37	Nc1c(Cl)cnc(C(Cl)(Cl)Cl)c1Cl	1	6	97	1	1.5	-2	93	0	-1
38	Cc1ccc(CNC(=O)CCCC(=O)Nc2cc(C)on2)cc1	0	0	80	5	-1.3	1	86	1	8
39	CCN(CC)S(=O)(=O)c1cccc(NC(=O)CCNC(=O)NC23CC4CC(CC(C4)C2)C3)c1	4	-7	114	4	1.7	-12	108	-3	1
40	COc1ccc(CCC(=O)N2CCN(S(=O)(=O)c3ccc4ccccc4c3)CC2)cc1	0	-5	113	5	-2.8	-3	95	-7	-12
41	COc1ccc(S(=O)(=O)Nc2ccc(-c3ccc(N4CCCC4)nn3)cc2)cc1C	1	-5	106	-1	-2.1	-10	93	1	5
42	COc1ccc(C2NS(=O)(=O)OCC2C)cc1 (centres undefined)	4	2	84	-4	-0.9	4	79	-1	5
43	O=C(Nc1ccccc1-c1ccccc1)c1cccc([N+](=O)[O-])c1	0	5	100	3	-0.3	11	91	1	-16
44	O=C(NC1CCCCC1)N(Cc1cc2cc3c(cc2[nH]c1=O)OCCO3)CC1CCCO1 (centres undefined)	3	4	86	2	-0.2	5	90	0	-12
45	COc1ccc(CC(=O)NNc2ncnc3c2cnn3C)cc1OC	4	-1	x	-1	-18	-4	x	1	30
46	O=C1CC(c2ccccc2)CC(O)=C1C=Nc1ccc(O)cc1 (centres undefined)	5	9	104	2	-4.0	7	103	-4	-5
47	COc1ccccc1OCCSc1ncnc2nc[nH]c12	1	10	94	6	-0.8	4	94	4	11
48	COc1ccc(Cl)cc1C(=O)Nc1ccc2c(c1)OCCO2	0	x	92	x	1.9	x	98	x	1
49	C#CCOCCOCCOCCNc1nc(N2CCN(C(=O)CCCCCCCCCCNC(=O)Cn3cc(C[C@@H](C)O)nn3)CC2)nc(N2CCN(C(=O)CCCCCCCCCCNC(=O)[C@@H]([C@H](C)O)n3cc(C)nn3)CC2)n1	1	3	84	2	x	5	88	-6	14
50	COC(=O)C(C(=O)OC)c1ccc(NC(=O)c2cccc(Cl)c2)cc1	0	4	105	6	-2.3	-1	99	-2	6
51	O=C(CN1CCN(C(=O)c2cccc(S(=O)(=O)N3CCCC3)c2)CC1)Nc1ccccc1Cl	0	5	103	6	x	1	96	x	2
52	COc1cc(C)c(CN2CCCCC2CO)cc1C (centres undefined)	0	6	94	-1	0.6	4	90	-4	-4
53	CCOC(=O)C1(CC)NC(c2cccc(F)c2)C2C(=O)N(CC)C(=O)C21 (centres undefined)	4	0	101	2	-3.0	2	98	0	23
54	Cc1ccc(S(=O)(=O)CCC(=O)OC(C)C(=O)N2CCc3ccccc32)cc1 (centres undefined)	3	-1	102	-3	0.6	-6	102	1	16
55	CCOc1ccc(-c2cc(C(=O)NN)[nH]n2)cc1	0	5	100	-1	2.6	1	102	11	0
56	CCn1cc(C(=O)NCC(C)C)c(=O)c2cc(F)c(N3CCN(C)CC3)cc21	1	2	102	6	-1.4	0	101	0	0
57	Oc1ccc(/C=N/Nc2nccnc2Cl)c(O)c1	0	0	98	2	-1.4	3	88	7	29
58	CC(C)(C)N1CC(c2nc3ccccc3n2CCOc2ccccc2)CC1=O (centres undefined)	2	2	92	-3	0.3	1	90	2	18
59	CCc1ccc(NC(=S)NCC2CCCN2CC)cc1 (centres undefined)	0	3	104	-1	0.6	7	103	1	19
60	COc1cccc2cc(C(=O)N3CCN(c4ncccn4)CC3)c(=O)oc12	1	2	100	-1	2.0	9	105	0	12
61	COc1cccc(CNC(=O)C(=O)NCCC2CCCCN2S(=O)(=O)c2ccccc2)c1 (centres undefined)	2	2	110	5	-0.2	-7	109	1	10
62	COc1ccc(NC(=O)c2ccc(CN3CCN(c4ccccc4)CC3)cc2)cc1	0	3	105	6	0.8	9	101	0	-2
63	CCCCNc1nc(=S)[nH]c2cc(OC)c(OC)cc12	0	8	x	4	-2.3	10	96	-2	-10

# Profiles from above. Values in the order: GRK2 aptamer HTS, BCLXL inh, AGP1-GFP MLPCN, GLD-1 RNA inh, MEX-5 binding, MCL1 BIM primary, CIT2 TOR yeast, Fam108B counter, VLA-4 inh
# CCn1cc(C(=O)NCC(C)C)c(=O)c2cc(F)c(N3CCN(C)CC3)cc21 as listed: 1, 2, 102, 6, -1.4, 0, 101, 0, 0
# CC(C)(C)N1CC(c2nc3ccccc3n2CCOc2ccccc2)CC1=O (centres undefined) as listed: 2, 2, 92, -3, 0.3, 1, 90, 2, 18
# COc1ccc(NC(=O)c2ccc(CN3CCN(c4ccccc4)CC3)cc2)cc1 as listed: 0, 3, 105, 6, 0.8, 9, 101, 0, -2
# CCOc1ccc(-c2cc(C(=O)NN)[nH]n2)cc1 as listed: 0, 5, 100, -1, 2.6, 1, 102, 11, 0
# COc1ccc(NC(=O)COc2nc3ccccc3nc2N2CCOCC2)c(OC)c1 as listed: 0, 9, 101, 0, -0.9, 4, 96, -4, 0

# Assay outcomes deposited in PubChem by several laboratories.
